Screening data from PubChem.
SMARCA2 activ = SMARCA2 function activation, primary screen; activation, % at 9.1 µM; 1% of 370,000 active; MG213 cells, MMTV-luciferase reporter, dexamethasone, overnight; in the data active means activation above about 7.8%;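 further: 0% = vehicle wells and 100% = reference activator wells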
ASAP1 inh = ASAP1 ArfGAP inhibition | inhibition, % at 16.5 µM | ASAP1-stimulated ARF1 GTP hydrolysis, GDP FP detection | Q9ULH1 | AID 624377 | 0.19% of 360,000 active; in the data active means inhibition above about 25%;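 further: 0% = vehicle with enzyme and substrate and 100% = no enzyme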
PG9 Ab binder = small molecules binding HIV-1 gp120 antibody PG9 | TR-FRET gp120-PG9 antibody binding | inhibition, % at 6.7 µM | 0.43% of 360,000 active | AID 624416; in the data active means inhibition above about 8.5%
GC-B act = GC-B (human) receptor activation; P20594; HEK293-GC-B cells, CNP EC30, cGMP TR-FRET; 0% at EC30 CNP, 100% saturating CNP; activation, % at 10 µM; 0.11% of 370,000 active; AID 1920062;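 active means activation at 10 µM reaching about 35% in either raw or pattern-adjusted values, limit read from the data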
GC-A act = GC-A (human) enzyme activation. P16066. HEK293 GC-A cells, cGMP TR-FRET, EC30 ANP; 0% at EC30 ANP, 100% saturating ANP. activation, % at 10 µM. 0.14% of 370,000 active; in the data active means activation above about 40%
rCAG binder = r(CAG) repeat RNA binding | TO-PRO-1 dye displacement fluorescence | inhibition, % at 3 µM | 1.3% of 370,000 active;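 active means inhibition above the plate cutoff, the mean of all test compounds on that plate plus 3 SD, cut at about 35% in these data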;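 further: 0% = DMSO alone and 100% = 100 µM mitoxantrone as full dye displacement; higher means more dye released from RNA so lower well fluorescence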
ARFGAP1 inh = inhibitors of rat ARFGAP1; Arfgap1-stimulated ARF1 GTP hydrolysis, GDP FP detection; inhibition, % at 16.5 µM; AID 651572; Q62848; 0.26% of 360,000 active;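 active means inhibition above a per-plate limit, mean inhibition of low control wells plus 3 SD, cut at about 25% in these data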;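 further: 0% = DMSO wells with enzyme and 100% = wells lacking Arfgap1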
Target sequence (Q62848 1-136 limits assumed): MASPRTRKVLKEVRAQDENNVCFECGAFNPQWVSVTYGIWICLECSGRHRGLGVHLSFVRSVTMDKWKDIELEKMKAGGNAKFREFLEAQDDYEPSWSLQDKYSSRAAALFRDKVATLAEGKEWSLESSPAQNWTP
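Assay system: purified rat His6-Arfgap1 residues 1-136 (GAP domain); Reagent: human Δ17 ARF1 bound to GTP; Dosing: 16.5 µM single point, 1.26% DMSO; Times: GTP hydrolysis reaction 2 h at 25 °C; Signal: FP, GDP Alexa 633 tracer displaced from anti-GDP antibody, 620/688 nm; Measure: % inhibition from polarization.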
Rev-erbA mod = Rev-erb alpha (human) modulation | P20393 | Rev-erbα–FITC-DNA binding, fluorescence polarization, 90 min | activity, % at 10 µM | 0.79% of 370,000 active | AID 1259318;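 active means activity above about 14%, limit read from the data; passing the limit was not always enough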;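 further: 0% = DMSO wells with 35 nM protein and 100% = DMSO wells with 750 nM protein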
ABHD4 inh = inhibits mouse alpha/beta hydrolase domain 4. 0.54% of 370,000 active. Q8VD66. purified mABHD4, FP-Rh probe fluorescence polarization. AID 720543. inhibition, % at 8.92 µM;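 active means inhibition exceeding the mean over every tested compound plus 3 SD, cut at about 30% in these data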;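 further: 0% = plate median of compound wells and 100% = S159A mutant with DMSO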
Target sequence (Q8VD66 whole entry, looked up, the tested form may be a part): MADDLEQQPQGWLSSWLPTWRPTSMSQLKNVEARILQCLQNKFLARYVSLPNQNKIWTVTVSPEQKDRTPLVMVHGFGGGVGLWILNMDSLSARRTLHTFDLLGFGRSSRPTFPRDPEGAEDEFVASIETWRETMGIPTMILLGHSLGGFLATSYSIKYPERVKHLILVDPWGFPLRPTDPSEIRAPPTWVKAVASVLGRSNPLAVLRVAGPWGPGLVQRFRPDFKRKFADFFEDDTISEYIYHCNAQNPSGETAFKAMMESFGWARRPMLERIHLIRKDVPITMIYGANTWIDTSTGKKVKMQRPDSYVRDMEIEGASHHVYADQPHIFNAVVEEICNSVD
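Assay system: mouse ABHD4 enzyme, wild type / Also added: fluorescent activity-based probe FP-Rh / Doses: single nominal dose of 8.92 µM, 0.89% DMSO final / Timing: 45 min compound pre-incubation plus 60 min probe step, 25 °C / Signal: FP readout, ex 525 nm / em 598 nm / Control set: S159A mutant/DMSO as 100%, compound-well median as 0%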
HTRA1 inhibitor = HTRA1 (human) protease inhibition | Q92743 | recombinant HTRA1, FP-rhodamine activity-based probe, fluorescence polarization | inhibition, % at 5.96 µM | 0.5% of 340,000 active | AID 504803; in the data active means inhibition above about 36%;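 further: 0% = enzyme with DMSO and 100% = wells lacking enzyme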
Target sequence (Q92743 whole entry, looked up): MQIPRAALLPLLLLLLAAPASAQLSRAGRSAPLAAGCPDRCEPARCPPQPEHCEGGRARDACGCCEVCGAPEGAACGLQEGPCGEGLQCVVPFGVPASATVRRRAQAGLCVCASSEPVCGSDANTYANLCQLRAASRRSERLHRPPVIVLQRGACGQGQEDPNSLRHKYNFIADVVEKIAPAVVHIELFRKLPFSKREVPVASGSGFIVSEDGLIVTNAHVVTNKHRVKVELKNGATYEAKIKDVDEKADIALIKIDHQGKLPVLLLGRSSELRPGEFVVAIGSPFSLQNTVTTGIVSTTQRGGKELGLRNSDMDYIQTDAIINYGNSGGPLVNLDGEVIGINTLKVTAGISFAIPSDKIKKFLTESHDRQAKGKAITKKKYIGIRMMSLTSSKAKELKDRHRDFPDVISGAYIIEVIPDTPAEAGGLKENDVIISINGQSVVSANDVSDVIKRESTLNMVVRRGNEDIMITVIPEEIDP
An asterisk follows results filed as active; . = not tested or not shown.

The opening 4 compounds, ahead of the listing:
SMILES	SMARCA2 activ	ASAP1 inh	PG9 Ab binder	GC-B act	GC-A act	rCAG binder	ARFGAP1 inh	Rev-erbA mod	ABHD4 inh	HTRA1 inhibitor
O=C(NCCN1CCCCC1)Nc1ccccc1	-2.8	10.5	-0.4	-1.0	1.2	0.1	0.1	-0.4	5.9	3.1
O=C(Nc1cccc(S(=O)(=O)Nc2ccccc2Cl)c1)c1ccc(Cl)nc1	-7.9	-6.3	-1.9	-4.6	-12.1	23.8	-3.2	-4.0	-3.4	-12.1
CN(CC(=O)Nc1ccc(F)c(F)c1F)C(=O)c1cc(-c2ccncc2)nc2ccccc12	2.6	6.8	-0.4	-12.1	-10.5	4.0	4.5	-0.8	-18.0	1.8
Cc1ccc(/C=C/C(=O)O)cc1S(=O)(=O)NCc1cccnc1	-4.8	-14.8	0.8	-0.2	-2.2	-2.9	-2.3	-0.1	3.0	4.5

Main list, repeating the preview:
SMILES	SMARCA2 activ	ASAP1 inh	PG9 Ab binder	GC-B act	GC-A act	rCAG binder	ARFGAP1 inh	Rev-erbA mod	ABHD4 inh	HTRA1 inhibitor
O=C(NCCN1CCCCC1)Nc1ccccc1	-2.8	10.5	-0.4	-1.0	1.2	0.1	0.1	-0.4	5.9	3.1
O=C(Nc1cccc(S(=O)(=O)Nc2ccccc2Cl)c1)c1ccc(Cl)nc1	-7.9	-6.3	-1.9	-4.6	-12.1	23.8	-3.2	-4.0	-3.4	-12.1
CN(CC(=O)Nc1ccc(F)c(F)c1F)C(=O)c1cc(-c2ccncc2)nc2ccccc12	2.6	6.8	-0.4	-12.1	-10.5	4.0	4.5	-0.8	-18.0	1.8
Cc1ccc(/C=C/C(=O)O)cc1S(=O)(=O)NCc1cccnc1	-4.8	-14.8	0.8	-0.2	-2.2	-2.9	-2.3	-0.1	3.0	4.5
CS(=O)(=O)N1CCc2nc(-c3ccccc3)sc2C1	7.3	2.3	-1.5	-5.4	-0.1	-1.7	-3.0	-4.1	5.2	-3.0
CN1CCCCC(NC(=O)c2ccc(F)c(F)c2)C1=O (stereo unspecified)	1.4	10.5	-2.0	-1.8	3.6	2.9	5.2	-2.2	-3.3	.
NNc1ccc2nncn2n1	-0.6	-0.6	-2.2	-1.1	1.8	1.6	0.7	-2.5	0.5	2.8
Cc1ccc(NC(=O)CN(C)C(=O)COc2ncnc3ccc(Br)cc23)cc1	0.6	-9.1	21.5*	-4.7	-1.9	4.5	-9.2	21.2*	-0.7	-3.4
CCCn1cnc2c(SCc3ccccc3)nc(N)nc21	2.6	6.9	1.5	11.2	13.5	1.9	-1.2	2.6	0.9	-1.8
O=C(COc1ncnc2cc(Cl)ccc12)c1ccc2c(c1)OCCO2	5.0	-13.4	7.1	1.4	2.9	-5.4	4.2	11.9	-3.7	16.3
CCn1c(CNc2cccc(Cl)c2)nnc1SCC(=O)OC1CCCCC1	-0.4	-12.3	0.8	1.9	-5.2	-6.8	-9.8	4.5	6.8	-9.0
Cc1ccc(C(=O)c2nccn2C)cc1C	-0.2	-5.0	2.2	-1.7	2.7	3.4	8.8	5.0	4.1	4.4
C[C@H](CO)NC(=O)c1nc[nH]c1C(=O)N[C@H](C)c1ccccc1	-4.5	8.0	-0.1	3.8	0.6	1.4	-3.5	7.6	0.8	0.8
O=C(CCC(=O)c1cccs1)NCc1cccc(Cl)c1	-0.3	0.6	-0.2	1.2	-2.5	0.7	8.2	-2.1	7.3	5.4
CCN(c1ccccc1)S(=O)(=O)c1nnc(NC(=O)C(C)(C)C)s1	2.2	2.1	-0.9	6.0	-0.3	3.0	0.0	-5.0	-2.5	-1.1
C=CCN(CC=C)C(=O)C(=O)c1ccn(-c2c(C)csc2C(=O)OC)c1	2.9	-7.1	0.1	-12.8	-0.8	-3.6	-4.2	-3.8	-2.5	1.3
C[N+](C)(C)CC/C=C1/c2ccccc2CSc2ccccc21	-3.2	-7.7	1.3	-0.6	-0.2	-2.4	-9.3	0.7	3.4	1.5
Cc1cccc(C)c1NC(=O)CS(=O)CC(=O)NC1CCN(Cc2ccccc2)CC1 (stereo unspecified)	-2.4	5.2	-1.1	0.4	-3.6	-2.9	-10.7	-2.7	3.4	5.0
N#C/C(=C(\O)c1ccco1)c1ccccn1	1.8	5.4	-0.6	1.8	-0.3	1.3	-0.8	-1.2	-1.9	10.5
CCOC(=O)c1sc(N(Cc2ccccc2)C(=O)CN2C(=O)CN(C)C2=O)nc1C	-3.6	-8.2	-0.5	0.1	-3.0	3.1	2.5	-3.2	-20.2	-5.4
OC(CCN1CCC2CCC(C2)C1)c1ccc(Br)cc1 (stereo unspecified)	-2.7	-2.7	0.0	-0.4	-4.2	-2.2	-9.5	-0.2	-0.2	10.3
COc1ccc2cc(CCNC(=O)c3ccc(S(=O)(=O)N4CCOCC4)cc3)c(=O)[nH]c2c1	1.5	-6.2	-1.6	-4.3	-1.0	-4.7	0.0	-5.7	1.5	-0.9
COc1cc(/C=C2\N=C(c3c(-c4ccccc4)noc3C)OC2=O)ccc1OC(C)=O	0.0	-1.7	1.0	-2.5	0.6	22.1	0.2	-1.3	-6.7	5.2
Cc1ccc2nc3n(c(=O)c2c1)-c1cc(Cl)ccc1C(=O)NC3Cc1ccccc1 (stereo unspecified)	-1.4	-3.2	0.1	12.3	-5.2	4.1	7.2	1.4	1.9	.
CCc1nnc(NC(=O)CN2CCN(Cc3ccc(F)cc3)CC2)s1	-2.2	-7.5	-2.5	2.7	-1.2	-3.0	-16.7	-6.7	0.5	-0.5
CCNc1nc(NCC)nc(Oc2ccc(OCc3ccccc3)nn2)n1	-0.9	-10.5	-0.5	9.4	5.3	-8.1	2.8	-2.1	-1.3	.
Cc1ccc(Nc2ccc(N3CCN(c4ccc([N+](=O)[O-])cc4)CC3)nn2)cc1	-4.1	5.9	0.1	3.1	1.3	1.5	7.3	2.7	1.3	0.4
COC(=O)c1ccc(Cn2ccc3ccc(-c4ccc5ccn(Cc6ccc(C(=O)OC)cc6)c5c4)cc32)cc1	-2.1	.	.	-1.7	-2.2	22.6	.	22.4	8.2	.
COc1ccc(OC)c(C(c2nnnn2C2CCCC2)N2CCN(c3ccc(F)cc3)CC2)c1 (stereo unspecified)	0.2	-1.1	0.1	-19.2	-7.6	-3.7	1.5	1.2	-1.5	-17.2
COc1ccc(NC(=O)C23CC4CC(C2)CC(n2cnc(Br)n2)(C4)C3)c(C)c1	-3.2	-1.4	0.9	2.4	1.6	-5.6	-4.7	-0.7	6.1	-2.9
COc1ccc(OC)c(C2C(C(=O)c3ccccc3)=C(C)Nc3nc4ccccc4n32)c1 (stereo unspecified)	0.3	-5.0	0.6	-23.5	-22.8	2.5	1.3	-1.2	-0.8	-4.2
O=C(c1cc2cc(F)ccc2[nH]1)N(Cc1cccnc1)CC1CCCN(C2CCCCC2)C1 (stereo unspecified)	-2.1	8.1	-0.1	-5.4	-4.8	-2.9	9.2	-0.6	4.0	1.3
COc1ccc2[nH]c3c(c2c1)CCN[C@]31C(=O)N(c2ccccc2)c2ccccc21	-0.5	.	.	1.9	-3.2	2.8	.	-0.6	8.6	.
O=C(O)CCCSCC(=O)Nc1ccccc1	-0.1	-9.8	-0.1	1.4	1.9	4.4	1.1	5.6	5.1	-4.8
CCOC(=O)c1cc(C)nc(N2CCCCC2)c1C#N	-3.7	5.4	0.3	3.0	1.0	-5.7	-6.8	-0.4	-1.1	7.7
CCCn1ncc(CN2CCC(n3nccc3NC(=O)c3ccccc3OC)CC2)c1C	1.3	-13.7	-3.3	4.9	2.3	-11.6	3.1	-4.9	3.0	11.0
Cc1sc2ncnc(OCC(=O)NC3CCS(=O)(=O)C3)c2c1C (stereo unspecified)	-3.2	-0.3	-0.8	-3.1	-3.4	-0.1	7.9	6.5	-4.6	2.4
COc1cc(OC)c(N(C)S(=O)(=O)c2cccc(C(=O)Nc3nccs3)c2)cc1Cl	-1.4	22.6	-0.6	-0.2	-15.1	8.8	11.8	0.8	-29.1	-52.9
COc1ccc(C(=O)NC(C)c2ccc(-n3ccnc3)cc2)cc1S(=O)(=O)N1CCOCC1 (stereo unspecified)	-1.2	-2.2	0.8	2.6	-1.1	-3.1	-6.6	3.7	-10.2	-2.4
COc1ccc(C(=O)OCC(=O)NCC2CCCCC2)cc1S(=O)(=O)N1CCCc2ccccc21	0.5	1.8	-2.0	-2.2	-3.1	1.6	3.2	2.8	3.0	-8.9
COc1ccccc1N(C(=O)c1ccco1)C(C(=O)NC1CCCC1)c1cccs1 (stereo unspecified)	-1.4	-2.2	1.5	-4.4	-8.6	-8.6	-3.4	3.3	-5.3	1.6
Cc1cc(N2CCN(C(=O)c3ccco3)CC2)n2nc(-c3cccc(Cl)c3)cc2n1	-4.0	19.2	0.4	-0.5	-9.5	0.9	-4.6	-0.5	-5.3	-14.3
O=C(N/N=C/c1cc(Br)c(Br)o1)C(O)c1ccccc1 (stereo unspecified)	-1.2	3.1	-1.3	-7.3	-1.7	7.9	11.6	-2.8	-2.4	9.4
CCOc1ccc2nc(SCC#N)c(C#N)cc2c1	8.8*	1.1	-6.4	-3.9	1.5	23.0	-10.5	39.1*	1.1	4.0
[N-]=[N+]=NC[C@H](c1ccccc1)N1CCN(Cc2ccccc2)CCC1=O	0.5	-0.7	-1.7	2.6	-3.8	-3.6	-4.6	-0.6	1.6	-0.7
COc1ccc(/C=C/C(=O)OCC(=O)Nc2ccc(N3CCOCC3)cc2)cc1OC	-4.8	9.9	-2.4	3.0	-1.6	-1.4	22.7	-1.3	-2.0	0.9
O=C(NCCc1ccccc1)c1ccc(Cl)cc1[N+](=O)[O-]	5.8	1.1	-0.3	1.9	3.8	-1.1	-10.9	1.2	1.6	6.7
O=C(CSc1ccc(Cl)cc1)Nc1ccccc1Oc1ccccc1	-1.5	7.2	0.8	-2.6	-4.1	5.0	5.1	5.1	-13.2	-5.4
Fc1ccccc1OCCCN1CCOCC1	0.5	14.3	1.4	2.8	1.0	-1.6	9.2	-1.2	-6.9	-3.2
COC(=O)[C@]12C[C@H](CC(=O)NCCCN3CCCC3=O)C(=O)N(Cc3cccc4ccccc34)C1=C[C@H](COCc1ccccc1)O[C@@H]2C	-0.9	.	.	2.6	0.8	6.7	.	-5.6	-3.0	.
O=C(Nc1cccc(C(F)(F)F)c1)C12CC3CC(CC(C3)C1)C2	-2.7	12.2	-0.4	6.3	-4.0	-3.0	3.2	-0.2	-9.4	-6.3
CCN(CC(=O)Nc1cc(Cl)ccc1C)C(=O)c1oc2ccc(OC)cc2c1C	0.3	-6.8	0.9	-14.0	-1.9	5.6	-7.8	-0.3	-2.2	-35.8
CCCCOCCCNC(=O)C[C@H]1C[C@@]2(C(=O)OC)C(=C[C@H](C(C)(C)C)O[C@@H]2C)N(CCC2=CCCCC2)C1=O	-4.2	-7.7	0.7	-10.1	-7.2	1.7	16.4	-1.4	5.2	.
CCOC(=O)c1nccnc1C(=O)Nc1ccc(C(F)(F)F)cc1	-0.9	5.2	-1.2	-1.1	-0.9	-2.4	4.1	3.4	-17.4	-1.9
Cc1cc(OCC(=O)NNC(=S)NCC2CCCO2)cc(C)c1Cl (stereo unspecified)	0.1	8.1	-2.0	5.1	0.7	4.3	3.8	0.5	0.4	-3.8
